Tau FP inhib = tau fibrillization inhibition (FP); K18 P301L tau heparin fibrillization, Alexa594 FP, 6 h; Potency, µM (doses to about 57.7 µM), without a hit: top-dose activity, negative = inhibition, hits mostly inhibitors; AID 1468; P10636; 280,000 compounds, 0.39% hits; also: nearly all actives have a fitted effect of over 55% in size
Target sequence (P10636 561-689 P618L limits assumed): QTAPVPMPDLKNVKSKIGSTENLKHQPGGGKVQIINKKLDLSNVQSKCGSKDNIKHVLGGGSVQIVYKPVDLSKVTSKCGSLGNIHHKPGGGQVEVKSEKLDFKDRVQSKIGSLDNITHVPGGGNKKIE
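Compound effects on tau fibrillization are measured by Alexa 594 fluorescence polarization (ex 555, em 632 nm). K18 P301L tau is used at 15 uM with 0.24 uM labeled tracer, and 20 uM heparin induces aggregation over 6 hr at 37 C.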
Tau fibril ThT = tau fibrillization inhibition (ThT binding); P10636; Potency, µM (doses to about 57.4 µM), for inactives: at the top dose activity, negative = inhibition, hits mostly inhibitors; 270,000 compounds, 2.1% hits; recombinant tau K18 P301L, heparin-induced fibrillization, ThT fluorescence; also: nearly all actives have a fitted effect of over 55% in size
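Fibril formation assay: tau K18 P301L at 15 uM with trace Alexa 594 label, heparin inducer 20 uM, pH 7 sodium acetate buffer, 37 C for 6 hr; endpoint ThT signal.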
RECQ1 helicase = blocks DNA unwinding by human RECQ1 | RECQ1 DNA unwinding, red fluorescence kinetic read | Potency, µM (top dose mostly 57.3 µM), without a hit: at the top dose activity, negative = inhibition, hits mostly inhibitors | 240,000 compounds, 0.54% hits | AID 2549;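 also: plate controls were vehicle for no effect and no enzyme for full effect; nearly all actives have a fitted effect of over 30% in size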
Target sequence (P46063 whole entry, looked up): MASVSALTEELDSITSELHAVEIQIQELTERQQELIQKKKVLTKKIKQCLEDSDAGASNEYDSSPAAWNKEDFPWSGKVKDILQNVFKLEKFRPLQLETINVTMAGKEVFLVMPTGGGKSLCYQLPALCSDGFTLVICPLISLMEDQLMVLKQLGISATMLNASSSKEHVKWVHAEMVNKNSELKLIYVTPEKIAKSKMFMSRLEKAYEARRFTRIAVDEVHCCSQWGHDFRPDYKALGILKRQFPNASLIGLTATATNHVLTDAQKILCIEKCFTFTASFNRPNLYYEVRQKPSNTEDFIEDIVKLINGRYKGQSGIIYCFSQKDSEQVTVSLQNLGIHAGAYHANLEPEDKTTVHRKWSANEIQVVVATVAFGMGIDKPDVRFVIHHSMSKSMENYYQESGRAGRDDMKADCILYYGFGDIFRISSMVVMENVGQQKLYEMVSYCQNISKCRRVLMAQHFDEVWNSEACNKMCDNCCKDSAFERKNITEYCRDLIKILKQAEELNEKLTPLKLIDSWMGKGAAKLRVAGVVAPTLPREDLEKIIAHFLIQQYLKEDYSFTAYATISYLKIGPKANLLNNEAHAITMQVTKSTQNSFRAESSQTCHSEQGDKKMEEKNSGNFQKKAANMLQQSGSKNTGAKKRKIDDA
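50 nM RECQ1T1 preincubated 15 min with compound in Tris pH 8.0 buffer with MgCl2, DTT, Tween-20 and 2.5 ug/ml poly(dI-dC); started with 200 nM TAMRA/BHQ-2 forked duplex and 2 mM ATP. Unwinding read as fluorescence (525/598 nm), two reads 2 h apart.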
GoLoco inh red = RGS12 GoLoco-Gai1 interaction inhibition; P63096; Gai1:RGS12 GoLoco peptide FP, rhodamine, 10 min; Potency, µM (doses to about 61.6 µM), without a hit: at the highest dose activity, negative = inhibition, hits mostly inhibitors; 230,000 compounds, 0.44% hits; AID 880; active = well fitted inhibition curve with a large enough effect, not every such curve was filed as active; inactive = no such curve, though single readings can be large or run the other way; also: nearly all actives have a fitted effect of over 30% in size; many of its hits are not listed in these tables
L3MBTL1 inh = inhibitors of human L3MBTL1; Q9Y468; AlphaScreen L3MBTL1–H3K9me1 peptide binding; Potency, µM (series often up to 57.1 µM), without a hit: at the highest dose activity, negative = inhibition, actives largely listed as inhibitors; 230,000 compounds, 0.66% hits; also: nearly all actives have a fitted effect of over 60% in size
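AlphaScreen assay: L3MBTL1 (50 nM final) was preincubated 30 min at room temperature with biotinylated H3(1-15)K9me1 peptide (75 nM final), then 30 min with library compounds; streptavidin donor and nickel chelate acceptor beads (10 ug/mL final) added, 30 min dark.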
TR SRC2 fluor cs = Texas Red fluorescence interference in TRb-SRC2 counter-screen; TRb/SRC2 Texas Red total fluorescence interference; Potency, µM (titrated, usually from 106 µM), for the others: top-dose fluorescence change, negative = quenching; 280,000 compounds, 0.29% hits; active = well fitted curve in either direction with a large enough effect; inconclusive = small, poorly fitted or top-dose-only effect
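Flags fluorescent or light-absorbing compounds by total fluorescence, S + 2P, at 555 nm excitation and 632 nm emission. Mixture: 20 nM Texas Red SRC2 peptide, 0.6 uM human TRb LBD, 1 uM T3, 5% DMSO; compound exposure 5 h at ambient temperature.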
JMJD2E inh = blocks human JMJD2E demethylase activity; B2RXH2; JMJD2E catalytic domain, FDH-coupled NADH fluorescence (FDH is formaldehyde dehydrogenase); Potency, µM (series often up to 57.1 µM), inactives show at the highest dose activity change, negative = inhibition, actives largely listed as inhibitors; 230,000 compounds, 1.6% hits; AID 2147; active = well fitted inhibition curve with a large enough effect, not every such curve was filed as active; inconclusive = small, poorly fitted or top-dose-only effect, or another doubt; inactive = no such curve, though single readings can be large or run the other way;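 also: 0% = wells with enzyme and -100% = buffer wells without enzyme; nearly all actives have a fitted effect of over 50% in size; many of its hits are not listed in these tables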
Target sequence (B2RXH2 1-337 limits assumed): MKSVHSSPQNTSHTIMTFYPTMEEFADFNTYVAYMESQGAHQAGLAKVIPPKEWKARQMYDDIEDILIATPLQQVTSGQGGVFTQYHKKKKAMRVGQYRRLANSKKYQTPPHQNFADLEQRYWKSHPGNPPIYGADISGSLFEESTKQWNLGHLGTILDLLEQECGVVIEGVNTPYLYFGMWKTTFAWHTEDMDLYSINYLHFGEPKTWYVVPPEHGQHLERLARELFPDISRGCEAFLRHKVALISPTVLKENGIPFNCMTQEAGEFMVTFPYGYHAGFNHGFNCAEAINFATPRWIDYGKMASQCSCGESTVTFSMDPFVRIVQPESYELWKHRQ
TRb-SRC2 inh = disrupts binding of human TR beta to SRC2. AID 1469. P10828. 280,000 compounds, 0.065% hits. Potency, µM (titrated, usually from 106 µM), without a hit: at the top dose activity change, negative = inhibition, most hits filed as inhibitors. TRbeta-SRC2 peptide binding, fluorescence polarization; receptor liganded with 1 µM T3;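 also: plate controls were bound peptide for no effect and peptide without receptor for full effect; nearly all actives have a fitted effect of over 50% in size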
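Fluorescence polarization of 20 nM Texas Red SRC2 peptide with 0.6 uM human TRb ligand-binding domain, in Tris buffer with 1uM T3 and 5% DMSO. Incubated 5 hr ambient; normalized to unbound and bound controls.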
Starred values were filed as active, the others as inactive; i = inactive; ? = inconclusive; . = not tested or not shown; & = joins results of further samples; [ ] = another dose, or the depositor's remark. Unless noted, calls follow the shape of the dose curve; as a rule, active = well fitted curve in the direction sought with a large enough effect; inconclusive = small, poorly fitted or top-dose-only effect, or another doubt; inactive = no such curve, though single readings can be large; an effect the other way counts as inactive or inconclusive. Unless noted, % is scaled to controls: 0 for no effect and ±100 for the full control effect; potency is read from the fitted curve at half-maximal effect. The list is partial. The share of hits here may be higher or lower than overall.

Preview:
Results follow in this order: Tau FP inhib	Tau fibril ThT	RECQ1 helicase	GoLoco inh red	L3MBTL1 inh	TR SRC2 fluor cs	JMJD2E inh	TRb-SRC2 inh
[1] Cc1noc(C)c1COc1ccc2ccc(=O)oc2c1
 : 4%	2%	-5%	1%	4%	1%	?	8%
[2] O=c1c2cnn(-c3ccccc3)c2nc(-c2cccs2)n1-c1cccc(Cl)c1
 : 7%	-9%	-11%	7%	-9%	2%	?	-4%
[3] N#Cc1nc(-c2ccccc2Cl)oc1NCC1CCCO1 (stereo unspecified)
 : 3%	-10%	-3%	12%	.	-1%	?	11%
[4] CC(=NCCN1CCN(C(=S)Nc2ccccc2)CC1)C1=C(O)CC(C)(C)CC1=O
 : -14%	-17%	-7%	6%	5%	0%	3%	-5%
[5] NS(=O)(=O)c1ccc(CCNC(=O)c2cncc(Br)c2)cc1
 : -12%	-2%	-5%	-5%	4%	2%	5%	-4%
[6] COc1cc(C)c2c(c1C=O)Oc1c(c(C)c(O)c3c1C(O)OC3=O)OC2=O (stereo unspecified)
 : 25µM*	14µM*	14µM*	-15%&1%&5%	?	?	?	?
[7] O=C(N/N=C/c1ccc(O)c([N+](=O)[O-])c1)C1CC1(c1ccccc1)c1ccccc1 (stereo unspecified)
 : 7%	14µM*	1%	8%	?	-4%	?	-10%
[8] Cc1c(C(=O)Nc2cccc(C(F)(F)F)c2)sc2nc3n(c(=O)c12)CCC3
 : 4%	-9%	.	.	.	1%	.	-8%
[9] COc1ccc2c(c1)c1c(c(=O)n(-c3ccc(OC)c(OC)c3)c(=O)n1Cc1ccc(F)cc1)n2C
 : -8%	-3%	.	.	.	-1%	.	1%
[10] Cc1csc(NC(=O)CSCC(=O)O)c1-c1nc2ccccc2s1
 : 11%	-9%	17%	20%	0%	-1%	-7%	1%
[11] O=S(=O)(/N=C(\c1ccccc1)N1CCOCC1)c1cccs1
 : -1%	-8%	i	1%	5%	4%	8%	6%
[12] Fc1ccc(NC(=S)NC2CC3CCC(C2)N3Cc2ccco2)cc1 (stereo unspecified)
 : 6%	0%	i	15%	-10%	0%	2%	0%
[13] CC(C)N1CCc2[nH]c(=S)[nH]c(=O)c2C1
 : 3%	-3%	-8%	-19%	44%[activator]	?	-2%	-17%[53 µM]

Main list, repeating the preview:
Results follow in this order: Tau FP inhib	Tau fibril ThT	RECQ1 helicase	GoLoco inh red	L3MBTL1 inh	TR SRC2 fluor cs	JMJD2E inh	TRb-SRC2 inh
[1] Cc1noc(C)c1COc1ccc2ccc(=O)oc2c1
 : 4%	2%	-5%	1%	4%	1%	?	8%
[2] O=c1c2cnn(-c3ccccc3)c2nc(-c2cccs2)n1-c1cccc(Cl)c1
 : 7%	-9%	-11%	7%	-9%	2%	?	-4%
[3] N#Cc1nc(-c2ccccc2Cl)oc1NCC1CCCO1 (stereo unspecified)
 : 3%	-10%	-3%	12%	.	-1%	?	11%
[4] CC(=NCCN1CCN(C(=S)Nc2ccccc2)CC1)C1=C(O)CC(C)(C)CC1=O
 : -14%	-17%	-7%	6%	5%	0%	3%	-5%
[5] NS(=O)(=O)c1ccc(CCNC(=O)c2cncc(Br)c2)cc1
 : -12%	-2%	-5%	-5%	4%	2%	5%	-4%
[6] COc1cc(C)c2c(c1C=O)Oc1c(c(C)c(O)c3c1C(O)OC3=O)OC2=O (stereo unspecified)
 : 25µM*	14µM*	14µM*	-15%&1%&5%	?	?	?	?
[7] O=C(N/N=C/c1ccc(O)c([N+](=O)[O-])c1)C1CC1(c1ccccc1)c1ccccc1 (stereo unspecified)
 : 7%	14µM*	1%	8%	?	-4%	?	-10%
[8] Cc1c(C(=O)Nc2cccc(C(F)(F)F)c2)sc2nc3n(c(=O)c12)CCC3
 : 4%	-9%	.	.	.	1%	.	-8%
[9] COc1ccc2c(c1)c1c(c(=O)n(-c3ccc(OC)c(OC)c3)c(=O)n1Cc1ccc(F)cc1)n2C
 : -8%	-3%	.	.	.	-1%	.	1%
[10] Cc1csc(NC(=O)CSCC(=O)O)c1-c1nc2ccccc2s1
 : 11%	-9%	17%	20%	0%	-1%	-7%	1%
[11] O=S(=O)(/N=C(\c1ccccc1)N1CCOCC1)c1cccs1
 : -1%	-8%	i	1%	5%	4%	8%	6%
[12] Fc1ccc(NC(=S)NC2CC3CCC(C2)N3Cc2ccco2)cc1 (stereo unspecified)
 : 6%	0%	i	15%	-10%	0%	2%	0%
[13] CC(C)N1CCc2[nH]c(=S)[nH]c(=O)c2C1
 : 3%	-3%	-8%	-19%	44%[activator]	?	-2%	-17%[53 µM]
[14] Cc1ccc(CN2CCN(Cc3cccn3-c3ccccn3)CC2CCO)cc1 (stereo unspecified)
 : -8%	-11%	-7%	-5%	-2%	-2%	-3%	3%
[15] Cc1ccccc1-n1ncc2c(SCC(=O)N3c4ccccc4CC3C)ncnc21 (stereo unspecified)
 : -2%	-17%	-6%	-2%	-6%	-1%	-6%	0%
[16] Cc1ccc2sc(N3CCN(C(=O)CCS(=O)(=O)c4ccc(F)cc4)CC3)nc2c1C
 : -3%	?	.	.	.	-2%	.	-8%
[17] COc1ccc(C2OCC3(COC(C)=O)C(C)C=C(C)C2C3C)cc1 (stereo unspecified)
 : -2%	?	-19%	4%	.	1%	4%	3%
[18] O=C(O)CSC1=NC(=Nc2ccc(Cl)cc2)C2(CCCCC2)N1c1cccc(C(=O)O)c1
 : 4%	-11%	i	-15%	8%	1%	-23%	4%
[19] Nc1nc2ncc(=O)[nH]c2c(=O)[nH]1
 : -6%	?	-5%	1%	.	?	?	-5%
[20] FC(F)(F)c1cc(-c2ccco2)nc(N2CCN(Cc3ccccc3)CC2)n1
 : -14%	?	-7%	-1%	-6%	-1%	1%	-3%
[21] CC(C)Oc1ccc(Nc2ncnc3ccccc23)cc1
 : 3%	?	i	6%	10%	-3%	-7%	2%
[22] COc1ccc(C(=O)CCC(C)(C)[N+](=O)[O-])cc1
 : 9%	-5%	1%	5%	35%[activator]	-2%	3%	-4%
[23] O=c1cc(CN2CCN(S(=O)(=O)c3ccc(Cl)cc3)CC2)nc2sc(-c3ccccc3F)nn12
 : -5%	1%	.	.	.	-2%	.	-1%
[24] O=C1NC2(CCOc3ccccc32)C(=O)N1CC(=O)N(Cc1ccccc1)C1CCS(=O)(=O)C1 (stereo unspecified)
 : 1%	-13%	2%	-37%	.	-5%	-3%	-1%
[25] O=c1c2cc(NC(=S)NCCN3CCCCCC3)ccc2nc2n1CCCCC2
 : 9%	-1%	-14%	6%	-5%	-3%	?	-8%
[26] CCOC(=O)CSc1nc(C)cc(=O)[nH]1
 : 12%	1%	i	7%	.	-1%	-4%	-16%
[27] CCOC(=O)c1ccc(NC(=O)Nc2cccc(OCc3cc(=O)n4ccc(C)cc4n3)c2)cc1
 : ?	-8%	.	.	.	4%	.	-11%
[28] COC(=O)c1c(C)nc(C)c(C(=O)OC)c1-c1ccc(OC)cc1
 : 0%	-8%	-13%	1%	9%	-2%	6%	2%
[29] CCOC(=O)CN(C(=O)CSc1nnc2c(n1)[nH]c1ccccc12)c1ccccc1
 : -12%	0%	-3%	7%	1%	-6%	6%	-2%
[30] COc1ccc(CNC(=O)Cn2c(=O)ccc3cc(S(=O)(=O)N4CCCC4)ccc32)cc1
 : 3%	0%	.	.	.	-24%	.	-1%
[31] Cc1cc(SCC(=O)Nc2ccccc2)n2ncc(-c3ccccc3)c2n1
 : ?	2%	-9%	6%	9%	-1%	?	-1%
[32] Cn1c(SCC(=O)NC2CCCC2)nnc1-c1ccncc1
 : 5%	1%	i	9%	7%	0%	3%	5%
[33] Fc1ccc(COc2ccccc2C(=S)N2CCCC2)cc1
 : -4%	?	-3%	4%	-7%	-3%	-6%	-4%
[34] CCOc1ccc(-c2nnc(SCC(=O)Nc3cc(C)on3)o2)cc1
 : -7%	?	-5%	11%	.	0%	?	-6%
[35] O=C(CCSc1nc(-c2ccco2)cc(C(F)(F)F)n1)Nc1cccc(O)c1
 : ?	-7%	.	.	.	?	.	-5%
[36] Cc1ccc(N2CCN(C(=O)c3ccccc3)CC2)c(C)c1
 : 9%	-13%	0%	-2%	8%	0%	-1%	7%
[37] O=c1c2c(n3cnnc3n1-c1ccccc1)-c1ccccc1CC21CCCCC1
 : 3%	-15%	-1%	-3%	-2%	-5%	-12%	-9%
[38] Cc1ccc(-c2noc(CCCC(=O)N3CCOCC3)n2)cc1
 : 5%	?	-9%	9%	12%	-2%	13%	6%
[39] CCOc1ccc(C(=S)N2CCOCC2)cc1OCC
 : -2%	-16%	-17%	13%	.	-1%	5%	-5%
[40] CC(C)OC(=O)Nc1ccc2c(c1)N(C(=O)CCN1CCOCC1)c1ccccc1CC2
 : 9%	-2%	-2%	11%	3%	1%	-3%	-2%
[41] CC(Oc1cc(-c2ccccc2)cc2ccccc12)C(=O)N1CCOCC1 (stereo unspecified)
 : 7%	-13%	i	10%	.	-4%	?	3%
[42] N#C/C(=C/c1ccccc1[N+](=O)[O-])c1nc(C2CC2)cs1
 : 7%	?	-4%	0%	?	-5%	-2%	10%
[43] CCOC(=O)C1CCN(C(=O)COc2ccc(Br)cc2)CC1
 : -9%	-4%	-15%	8%	10%	-1%	-4%	8%
[44] CCCCN(CC)CCNC(=O)c1cc2c(-c3ccc(Cl)cc3)nn(C)c2s1
 : ?	-13%	.	.	.	-1%	.	1%
[45] CCN(CC)C(=O)c1c(NC(=O)c2ccccc2)sc(C)c1C
 : 9%	-9%	-22%	14%	.	-2%	2%	4%
[46] COc1cc(C(=O)N/N=C\c2ccccc2)c([N+](=O)[O-])c(OC)c1OC
 : 2%	6%	-3%	7%	9%	-2%	-1%	2%

2 entries from above in a different format:
13. CC(C)N1CCc2[nH]c(=S)[nH]c(=O)c2C1
2. O=c1c2cnn(-c3ccccc3)c2nc(-c2cccs2)n1-c1cccc(Cl)c1
Screen / compound no. | 13 | 2
Tau FP inhib | 3% | 7%
Tau fibril ThT | -3% | -9%
RECQ1 helicase | -8% | -11%
GoLoco inh red | -19% | 7%
L3MBTL1 inh | 44%[activator] | -9%
TR SRC2 fluor cs | ? | 2%
JMJD2E inh | -2% | ?
TRb-SRC2 inh | -17%[53 µM] | -4%

Screening data: PubChem, National Center for Advancing Translational Sciences (NCATS)
